Screening data: PubChem BioAssay, several laboratories
Mtb RmlCD inh: M. tuberculosis RmlC/RmlD coupled enzyme inhibitors, primary screen, biochemical, compound mixtures, 384-well, from 1536-well plates | dTDP-4-dehydrorhamnose reductase (Mycobacterium tuberculosis (strain ATCC 25618 / H37Rv)) … | RmlC+RmlD coupled enzyme assay, percent inhibition; primary screen in compound mixtures | inhibition, % at 3.6 µM | 0.03% of 160,000 active | AID 1533, 2009; in the data active means inhibition mostly above about 34%, no sharp cut-off; further: some results filed as inactive read as strong as hits
Target sequence (P9WH09 whole entry, looked up): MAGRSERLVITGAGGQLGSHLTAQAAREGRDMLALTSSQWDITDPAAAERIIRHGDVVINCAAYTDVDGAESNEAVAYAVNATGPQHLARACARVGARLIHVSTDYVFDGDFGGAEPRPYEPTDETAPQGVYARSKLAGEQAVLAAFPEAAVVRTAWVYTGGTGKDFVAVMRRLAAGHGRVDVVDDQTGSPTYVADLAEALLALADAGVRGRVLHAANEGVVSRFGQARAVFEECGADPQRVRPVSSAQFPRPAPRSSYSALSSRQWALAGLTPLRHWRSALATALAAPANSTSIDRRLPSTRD
Target sequence (P9WH11 whole entry, looked up): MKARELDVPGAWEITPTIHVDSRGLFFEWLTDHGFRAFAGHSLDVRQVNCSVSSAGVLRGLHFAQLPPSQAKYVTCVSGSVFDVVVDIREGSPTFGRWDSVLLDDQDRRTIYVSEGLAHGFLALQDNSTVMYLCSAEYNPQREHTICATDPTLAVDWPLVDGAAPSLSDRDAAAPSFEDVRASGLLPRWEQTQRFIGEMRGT
GlmU inhibition: inhibition of mycobacterial GlmU enzyme – biochemical, glucosamine-1-phosphate acetyltransferase (AID 1376). M. tuberculosis GlmU acetyltransferase enzyme assay; higher % means a stronger effect. inhibition, %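 (tested at 30 µM in the primary screen)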, or IC50 in µM where a hit was titrated. 0.25% of 220,000 active; in the data active means inhibition above about 13%;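 further: 0% = complete reaction with vehicle and 100% = reaction without substrate; strong numbers were not always called active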
* marks the source's active call; other numbers are inactive results; / = not tested or not shown. This is a subset; the hit share may differ from the screen's.

nr | Compound | Mtb RmlCD inh | GlmU inhibition
1 | COCCNc1ccc(N2C(=O)C3CCCCC3C2=O)cc1[N+](=O)[O-] (centres undefined) | 4 | -0.7%
2 | Cc1ccc(N2C(N)=C(C#N)C(c3ccsc3)C3=C2CC(C)(C)CC3=O)cc1 (centres undefined) | / | -0.5%
3 | COCc1[nH]c(=S)[nH]c(=O)c1C | -15 | 1.9%
4 | Cc1ccc(C(=O)O)cc1NC(=S)NC(=O)Cc1ccccc1 | -3 | 1.0%
5 | Cc1ccc(OC(=O)c2ccc3snnc3c2)cc1 | -4 | 3.2%
6 | CCN1CCC(Nc2ccnc3cc(Cl)ccc23)CC1 | -8 | -2.9%
7 | O=S(=O)(NCc1cn2ccccc2n1)c1cc(F)ccc1F | -13 | 0.9%
8 | CCOC(=O)c1cnn(-c2nc(OCC)cc(OCC)n2)c1C | 4 | -3.0%
9 | COc1ccc(C(=O)NCCn2ccc3ccccc32)c(OC)c1 | / | -0.3%
10 | CCCC1Cc2c(sc3ncnc(N)c23)CO1 (centres undefined) | 4 | 1.8%
11 | COc1ccc(C2C(C(=O)NCc3ccco3)CCC(=O)N2c2ccc(OC)cc2)cc1 (centres undefined) | 6 | 2.9%
12 | CCn1c(-c2cc(-c3ccc(C)cc3)nc3ccccc23)n[nH]c1=S | / | -1.4%
13 | COc1ccc(O)c(C=Nc2cc(C)on2)c1 | 11 | 0.7%
14 | CCOC(=O)c1ccc(NS(=O)(=O)c2cc(-c3nnnn3CC)ccc2OC)cc1 | / | -4.0%
15 | CCOC(=O)C(Cc1c(F)cccc1Cl)c1ccnc2nc(N)nn12 (centres undefined) | -10 | 3.8%
16 | Cc1oc2ccc(OCc3ccc(F)cc3Cl)cc2c1C(=O)O | -7 | 4.5%
17 | Cc1ccccc1N=C1c2ccccc2C(=O)C1[N+](=O)[O-] (centres undefined) | / | 2.9%
18 | CCC1CCCCN1Cc1ccc(OC)c(C)c1C (centres undefined) | / | 4.2%
19 | COC(=O)c1ccccc1NC(=O)NC1CCN(Cc2ccccc2)CC1 | 8 | 1.6%
20 | Cc1[nH][nH]c(=O)c1C=NCc1cccnc1 | 5 | -6.3%

Next part; it opens with the 5 that closed the last part.
nr | Compound | Mtb RmlCD inh | GlmU inhibition
16 | Cc1oc2ccc(OCc3ccc(F)cc3Cl)cc2c1C(=O)O | -7 | 4.5%
17 | Cc1ccccc1N=C1c2ccccc2C(=O)C1[N+](=O)[O-] (centres undefined) | / | 2.9%
18 | CCC1CCCCN1Cc1ccc(OC)c(C)c1C (centres undefined) | / | 4.2%
19 | COC(=O)c1ccccc1NC(=O)NC1CCN(Cc2ccccc2)CC1 | 8 | 1.6%
20 | Cc1[nH][nH]c(=O)c1C=NCc1cccnc1 | 5 | -6.3%
21 | Oc1ccc(/C=C/c2nc(-c3ccccc3O)n(-c3ccccc3)n2)cc1 | / | 0.0%
22 | CCCCc1ccc(NC(=O)COc2ccc(C(=O)Nc3ccccc3OCC)cc2)cc1 | 6 | 5.2%
23 | Cc1c(NC(=O)CSc2nc3ccc(Cl)cc3[nH]2)c(=O)n(-c2ccccc2)n1C | / | 2.3%
24 | COc1ccc(N(CC(O)CN2C(=O)NC(C)(C)C2=O)S(=O)(=O)c2ccccc2)cc1 (centres undefined) | 8 | /
25 | Cc1ccc(NC(=O)N/C=C/c2ccccc2)cc1 | -13 | 2.3%
26 | Cc1ccc(C(=O)Oc2csc(=S)n2C(=O)c2ccc(C)cc2)cc1 | / | 2.4%
27 | CC(C)(C)n1c(O)c(C=Nc2ccc3c(c2)CCC3)c(=O)[nH]c1=O | 12 | -8.2%
28 | CCOC(=O)c1c(OCCO)nn(-c2ccc(Cl)cc2)c1N | -9 | -5.4%
29 | CC(C)c1ccc(NC(=O)C(c2ccccc2)N2CCC3(CC2)OCCO3)cc1 (centres undefined) | -6 | -4.0%
30 | COc1ccc(NC(=O)c2ccccc2NC(=O)COc2ccccc2)cc1 | / | -0.7%
31 | COc1ccc(N2C(=O)CC(Nc3ccc(C(=O)O)cc3)C2=O)cc1OC (centres undefined) | 31 | 1.0%
32 | COc1ccc(OCC(=O)N/N=C/C=C/c2ccccc2)cc1 | / | -3.3%
33 | O=C(C1CCC1)N1CCN(c2ccnc3cc(Cl)ccc23)CC1 | 1 | -1.0%
34 | O=C(Cn1nnc2ccccc2c1=O)NC1CCCc2ccccc21 (centres undefined) | / | 1.4%
35 | C=CCN(c1ccccc1)S(=O)(=O)c1cccc(C(=O)O)c1 | 9 | 1.0%
36 | O=C(CNc1ccc(F)cc1)N/N=C1\CCc2ccccc21 | 2 | -6.0%
37 | COCC(C)n1c(C)cc(C(=O)CSc2nnc(Nc3ccccc3F)s2)c1C (centres undefined) | 44 | 1.6%
38 | Nc1nnc(SCC(=O)c2cccc([N+](=O)[O-])c2)s1 | 23 | 0.5%
39 | Cc1ccc(CN(C(=O)c2sc3ccccc3c2Cl)C2CCS(=O)(=O)C2)cc1 (centres undefined) | / | -2.9%
40 | COc1ccc(N2CCN(C(=O)CCN3C(=S)NC(C)(C)CC3C)CC2)cc1 (centres undefined) | -14 | 0.9%
41 | O=C(OCC(=O)N1CCCC1)c1ccccc1OCc1ccccc1 | 11 | -2.2%
42 | COc1ccc(C(=O)COC(=O)CNC(=O)C2CCCCC2)c(OC)c1 | 14 | 0.5%
43 | COc1ccc(C(C)=O)cc1CSc1nnc(Nc2ccc(C)cc2)s1 | -5 | 0.4%
44 | CCOc1ccc(C2=CS/C(=C(\C#N)c3nnc4n3CCCCC4)N2CC)cc1 | 4 | -5.4%
45 | COc1ccc(C2SCC(=O)Nc3c2c(=O)[nH]n3C2CCCCCC2)cc1 (centres undefined) | 11 | 0.2%
46 | Cc1cccc(N2C(=O)C(Cl)=C(Nc3c(C)n(C)n(-c4ccccc4)c3=O)C2=O)c1C | / | 0.1%
47 | CC1(C)CC(=O)C2=C(C1)NC(SCC(=O)Nc1ccccc1)=C(C#N)C2c1ccco1 (centres undefined) | 12 | /
48 | O=C(CCCCn1c(=O)c2ccccc2n(Cc2ccccc2F)c1=O)NC1CCN(Cc2ccccc2)CC1 | -6 | 0.2%
49 | CCOC(=O)c1cnc2c(OC)cccc2c1Nc1ccc2c(c1)OCCO2 | -8 | 3.9%
50 | O=C1CC(N2CCN(c3ccccn3)CC2)C(=O)N1c1ccc(Cl)cc1 (centres undefined) | 17 | -0.6%
51 | COc1cc(CN(C(=S)NCC(=O)O)C2CCCC2)cc(OC)c1OC | -7 | -4.8%
52 | O=C(CC1C(=O)NCCN1CC1CCCCC1)NCc1cccc(F)c1F (centres undefined) | 6 | -4.1%
53 | CCOc1cc(CNn2cn[nH]c2=S)cc(Cl)c1OCc1ccccc1F | -5 | 1.1%
54 | COc1ccc(-c2nc(-c3cccnc3)no2)cc1 | 13 | 5.2%
55 | Cc1ccc(NC(=O)c2ccc(CSc3ccccn3)cc2)cc1 | 13 | -3.3%
56 | COc1ccc(Cl)cc1C(=O)C1CCCN(Cc2cnc(C)s2)C1 (centres undefined) | / | 0.9%
57 | OCCNc1ncnc2c1sc1nc(N3CCOCC3)c3c(c12)CCC3 | 9 | -3.7%
58 | NC(=O)c1c(NC(=S)Nc2ccc(F)cc2)sc2c1CCCC2 | -3 | -6.0%
59 | CCn1c(=O)c(C(=O)CN2CCN(S(=O)(=O)c3cc(C)ccc3C)CC2)c(N)n(Cc2ccccc2)c1=O | -6 | 2.5%
60 | COc1ccccc1C(=O)Nc1cc2ccccc2oc1=O | -2 | -3.3%

Quoted at random: 2 entries already listed
nr | Compound | Mtb RmlCD inh | GlmU inhibition
60 | COc1ccccc1C(=O)Nc1cc2ccccc2oc1=O | -2 | -3.3%
43 | COc1ccc(C(C)=O)cc1CSc1nnc(Nc2ccc(C)cc2)s1 | -5 | 0.4%

Next section
nr | Compound | Mtb RmlCD inh | GlmU inhibition
61 | CC(C)CN1C(=O)C(=O)N(CC(=O)NCc2ccc3c(c2)OCO3)C1=O | -3 | /
62 | COC(=O)C1=C(COc2ccccc2)NC(=O)NC1c1ccc(Cl)cc1 (centres undefined) | / | -0.1%
63 | CC1CC(C)CN(C(=O)c2ccccc2Nc2ccc(SC(F)F)cc2)C1 (centres undefined) | -6 | -2.4%
64 | CC(OC(=O)c1cc(=O)[nH]c2ccccc12)c1ccccc1 (centres undefined) | -7 | 1.4%
65 | CC(C)CNC(=O)COc1ncnc2ccccc12 | -10 | 2.1%
66 | CC1CCc2c(sc(NC(=O)Cn3nc(C(F)(F)F)c4c3CCCCC4)c2C#N)C1 (centres undefined) | / | 3.8%
67 | Cc1ccc2c(c1)c1c(n2CC(O)Cn2ccnc2C)C(=O)CCC1 (centres undefined) | / | -7.8%
68 | CC(C)c1ccc(OCC(=O)Nc2cccc3c2CCCC3)cc1 | / | -8.6%
69 | Cc1ccc(OCCn2cc(/C=C(\C#N)C(=O)NCC3CCCO3)c3ccccc32)cc1C (centres undefined) | 5 | 3.3%
70 | CC(C)[C@H](NC(=O)NC1CCN(Cc2ccccc2)CC1)C(=O)O | -6 | 1.9%
71 | Cn1cc(CN2CC3C[C@@H]4CC2C[C@H](C3)C4)c(-c2ccc3c(c2)OCCO3)n1 | -6 | 0.2%
72 | O=S(=O)(c1ccc(NCC2CCCCC2)nc1)N1CCOCC1 | -7 | 1.3%
73 | COC(=O)c1c(CSc2ccc(Cl)cc2)noc1C(=O)NCc1ccco1 | 2 | 1.3%
74 | O=C(CSc1ncnc2c1oc1ccccc12)Nc1ccccc1C(F)(F)F | -5 | -4.7%
75 | S=C(Nc1ccccc1Cl)NC1CCCCCC1 | -49 | 1.8%
76 | O=C(/C(=C/O)N=Nc1ccccc1)c1ccc(Cl)cc1 | 3 | 0.1%
77 | Cc1ccc(NC(=O)N2CCN(c3ncccc3C(F)(F)F)CC2)cc1 | -12 | 4.2%
78 | O=C(Cn1c(=O)n(CC2CCCO2)c(=O)c2ccccc21)c1ccc(Cl)c(Cl)c1 (centres undefined) | / | 4.4%
79 | CN(C)c1nc(NS(=O)(=O)c2ccc(Cl)cc2)nc(N(C)C)n1 | / | 2.3%
80 | CC(C)(C)[C@H]1C=C(C(=O)N2CCOCC2)O[C@@H](OCc2ccc(CO)cc2)C1 | / | -1.5%

Single entries from above.
#79 – GlmU inhibition: 2.3%
#62 – GlmU inhibition: -0.1%
#73 – Mtb RmlCD inh: 2

Continuation:
nr | Compound | Mtb RmlCD inh | GlmU inhibition
81 | COc1cccc(NC(=S)NC2CC3CCCC(C2)N3CC(C)C)c1 (centres undefined) | / | -1.9%
82 | N#Cc1c(/N=C/c2ccc(O)cc2O)sc2c1C1CCN2CC1 | -9 | -0.5%
83 | CC(=O)N(Cc1cccnc1)Cc1cc2ccc(C)cc2[nH]c1=O | / | -10%
84 | COc1ccc(Oc2ccc(N/C=C3/CCCC3=O)cc2)cc1 | 2 | 8.6%
85 | COc1ccc(-n2c(SCC(=O)Nc3cc(C)on3)nc3ccccc3c2=O)cc1Cl | -8 | 1.3%
86 | COc1ccc(Cc2nc(-c3cccc(C)c3)no2)cc1 | 11 | -12%
87 | COc1cccc(CN(Cc2ccco2)S(=O)(=O)c2ccc(S(=O)(=O)NCc3ccccc3)cc2)c1OC | / | -0.7%
88 | O=S(=O)(c1cccs1)N1CN(Cc2ccco2)c2nc3ccccc3nc21 | 12 | -2.7%
89 | Cc1cc(NC(=O)c2cccs2)n(-c2ccccc2)n1 | 106 | 4.8%
90 | O=C(N/N=C(\CC(=O)c1cccs1)C(F)(F)F)c1ccncc1 | -5 | -1.3%
91 | Oc1oc(-c2ccccc2Br)nc1C=Nc1ccc(Br)cn1 | 2 | -2.6%
92 | O=C1CC(N2CCN(C/C=C/c3ccccc3)CC2)C(=O)N1Cc1cccs1 (centres undefined) | 10 | -2.5%
93 | CCN(C(=O)c1cc(Cl)ccc1OC)c1ccccc1 | -3 | 0.7%
94 | CCOc1ccc(N(CC(=O)Nc2cccc(OC)c2)S(=O)(=O)c2c(C)noc2C)cc1 | 1 | -1.3%
95 | O=C(c1ccco1)N1CCN(c2nc(-c3ccc(F)cc3)cs2)CC1 | 8 | 0.1%
96 | O=[N+]([O-])C(=c1ccc2c(c1)N1C3=C(CCCC3)CC3CCCCC31N=2)[N+](=O)[O-] (centres undefined) | -10 | 1.9%
97 | Cc1ccc(/C=N/NC(=O)Cn2nc(C)c(Br)c2C)o1 | 18 | -0.4%
98 | CCC(=O)N(Cc1ccco1)Cc1cc2cccc(C)c2n2nnnc12 | / | -6.2%
99 | CCOc1ccccc1CNc1ccc(O)cc1 | -1 | 13%*
100 | CC1CCCCC1NC(=O)CSc1nnc(COc2ccccc2Cl)o1 (centres undefined) | / | 6.0%

Whole records, quoted from the list. Values in the order: Mtb RmlCD inh | GlmU inhibition
Cc1cc(NC(=O)c2cccs2)n(-c2ccccc2)n1 is listed with 106 | 4.8%
CC1CCCCC1NC(=O)CSc1nnc(COc2ccccc2Cl)o1 (centres undefined) is listed with / | 6.0%
Cc1ccc(/C=N/NC(=O)Cn2nc(C)c(Br)c2C)o1 is listed with 18 | -0.4%
O=C(c1ccco1)N1CCN(c2nc(-c3ccc(F)cc3)cs2)CC1 is listed with 8 | 0.1%
N#Cc1c(/N=C/c2ccc(O)cc2O)sc2c1C1CCN2CC1 is listed with -9 | -0.5%

(more compounds)
nr | Compound | Mtb RmlCD inh | GlmU inhibition
101 | CCCCNC(=O)NNC(=O)c1ccoc1C | 10 | 2.1%
102 | CCNC(=O)CN(CCc1ccccc1)S(=O)(=O)c1ccc(OC)cc1 | 4 | -2.3%
103 | CCOC(=O)CCCSc1nc2sc3c(c2c(=O)[nH]1)CCC3 | -8 | -6.5%
104 | Cc1ccn(C(=O)c2ccc(NC(=O)C3CCCCC3)cc2)n1 | 3 | -1.8%
105 | Cc1ccc(N2C(=O)C3C4C=CC(CNC(=S)Nc5ccc(F)cc5)(O4)C3C2=O)cc1 (centres undefined) | -15 | -0.4%
106 | CSc1nc(N)nc(-c2cccs2)c1C#N | 2 | -0.5%
